Redox H2O2 prof: compounds producing H2O2 with reducing agent – biochemical, NIH compound library profiling, artefact control for MLSCN library redox annotation, primary screen. DTT-dependent redox cycling H2O2, phenol red/HRP absorbance; 100% = 100 µM peroxide control, 0% = buffer. activation, % at 10 µM. 0.03% of 200,000 active. AID 878;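 active means activation of at least 50% relative to the plate's high and low controls in the primary single-dose screen; inactive means activation below 50%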;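 further: compound incubated with DTT at 0.8 mM final as the reducing agent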
NF-kB expr up: raises NF-kB expression in human neuronal cells; NF-kB reporter expression; hits give high values; fold change at 12.5 µM; 1.6% of 190,000 active; in the data active means fold change above about 3.3
FLuc inhib CS: inhibits firefly luciferase, flagging false hits in luciferase inhibition screens; ATPLite firefly luciferase biochemical luminescence, 10 min; inhibition, % at 10 µM; 1.5% of 200,000 active; P08659;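 active means inhibition above about 50% when tested at 10 µM, limit read from the data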
Target sequence (P08659 whole entry, looked up): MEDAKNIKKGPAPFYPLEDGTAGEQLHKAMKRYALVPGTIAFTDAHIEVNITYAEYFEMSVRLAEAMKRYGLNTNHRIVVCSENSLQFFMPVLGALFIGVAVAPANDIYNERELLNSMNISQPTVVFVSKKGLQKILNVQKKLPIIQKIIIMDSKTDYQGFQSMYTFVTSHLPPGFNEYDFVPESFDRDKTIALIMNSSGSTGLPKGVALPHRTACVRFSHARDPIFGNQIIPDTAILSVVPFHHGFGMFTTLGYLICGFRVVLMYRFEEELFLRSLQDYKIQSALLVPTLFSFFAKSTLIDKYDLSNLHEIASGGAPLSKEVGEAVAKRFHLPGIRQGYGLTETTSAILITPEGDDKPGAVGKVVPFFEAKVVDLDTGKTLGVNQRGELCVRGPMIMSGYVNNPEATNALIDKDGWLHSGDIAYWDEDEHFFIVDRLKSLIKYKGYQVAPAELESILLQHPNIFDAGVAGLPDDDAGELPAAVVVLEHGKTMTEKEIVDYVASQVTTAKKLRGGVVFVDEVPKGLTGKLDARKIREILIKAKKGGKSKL
APP 5'UTR act: APP 5'UTR luciferase reporter activation; SH-SY5Y APP 5'UTR luciferase reporter, luminescence; zero percent = DMSO vehicle wells; activation, % at 2 µM; 1% of 190,000 active; AID 1276;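 active means activation above a set limit, based on mean plus 3 SD of controls, cut at about 140% in these data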; further: values of inactives mirror those of a sister screen read the other way
APP 5UTR inh: APP translation inhibition; inhibition, % at 2 µM; SH-SY5Y APP 5'UTR-luciferase reporter, luminescence; 0.82% of 190,000 active; AID 1285;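 active means inhibition above a set limit, derived from the sample mean plus 3 SD, cut at about 45% in these data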; further: values of inactives mirror those of a sister screen read the other way
STAT1 act: activators of IFN-gamma induced STAT1 signaling. NIH 3T3 STAT1-luciferase reporter, luminescence; 100% = IFN-gamma alone, no compound. activation (% of control), % at 5.5 µM. 2.6% of 200,000 active;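 active means activation above the screen-wide mean activation plus 3 SD, cut at about 130% in these data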;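 further: raw ratio to IFN-gamma control signal so 100% means no change and 0% no light; values of inactives mirror those of a sister screen read the other way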
HMGR II inh: blocks class II HMG-CoA reductase of Enterococcus faecalis | 0.41% of 190,000 active | inhibition, % at 10 µM | purified E. faecalis HMGR, NADPH absorbance 340 nm kinetic;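 active means inhibition above a set limit, the median over all tested compounds plus 3 SD, cut at about 9.5% in these data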;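 further: enzyme runs in reverse so mevalonate oxidation gives rising NADPH absorbance; 0% = complete reaction with DMSO and 100% = background rate lacking mevalonate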
G6PDH CS: counter-screen for G6PDH assay hits: L. mesenteroides G6PDH inhibition | Purified L. mesenteroides G6PDH, diaphorase/resazurin coupled fluorescence, 45 min | inhibition, % at 5 µM | 0.12% of 200,000 active; in the data active means inhibition above about 50%
FLuc stim CS: firefly luciferase counter-screen for stimulation assays | ATPlite luciferase biochemical, luminescence, 10 min; 0 = ATP-free wells, 1 = DMSO control | activation factor at 10 µM | 200,000 tested, under 10 active | AID 1027;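 active means luciferase activation factor, scaled between plate controls, of at least 2 with compound at 10 µM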
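System: cell-free luciferase reagent; medium: PBS as buffer for the ATP substrate; doses: test compounds dosed from 2 mM stocks in 100% DMSO; incubation: 10 min, room temperature; measured by: luminescence from luciferase reaction; read-out: luciferase activation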
Hsp70 activator: transcriptional activators of Hsp70. HeLa Hsp70 promoter luciferase reporter, luminescence; scaled: vehicle 0, proteasome-inhibitor control 100%. activation, % at 10 µM. 0.04% of 200,000 active. AID 1203;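 active means activation above the mean across all tested compounds plus 3 SD, cutoff set per campaign, cut at about 5.5% in these data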;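 further: 100% = MG132 at 30 µM as the positive control and 0% = DMSO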
Starred values were filed as active, the others as inactive; . = not tested or not shown. Not a hit list. Share with any hit: about 5.3%.

SMILES	Redox H2O2 prof	NF-kB expr up	FLuc inhib CS	APP 5'UTR act	APP 5UTR inh	STAT1 act	HMGR II inh	G6PDH CS	FLuc stim CS	Hsp70 activator
COc1ccccc1NC(=O)Cn1nnc(-c2ccccc2NC(=O)c2ccco2)n1	2.5	1	-8	8	-8	97	1	-18	1.1	-0.1
Cc1c(NC(=S)NC(=O)c2ccc(Br)o2)c(=O)n(-c2ccccc2)n1C	-0.4	0.98	-7	-14	14	105	7	2	1.1	0.2
O=C(NCc1ccccc1F)C1CCCN(C(=O)NC2CCCCC2)C1 (centres undefined)	2.5	1.2	-5	3	-3	96	-1	2	1.1	0.2
COc1ccc(S(=O)(=O)NC2CCCCC2)c(C)c1C	0.7	1.2	-8	15	-15	97	0	-12	1.1	-0.1
CCCCCCn1c(CN2CCN(C(=O)OCC)CC2)nc2c1c(=O)n(C)c(=O)n2C	4.5	.	.	14	-14	99	.	.	.	-0.1
Cc1ccc2cc(CN(c3ccc(C)c(C)c3)S(C)(=O)=O)c(=O)[nH]c2c1	-0.3	1.1	-4	-3	3	92	2	1	1	-0.3
COc1cc(OC)cc(C(=O)NCC(=O)OCC(=O)c2cc(OC)ccc2OC)c1	-0.4	1.1	-8	-1	1	105	-3	-8	1.1	0.3
O=C(CCC(=O)N1CCCC1)Nc1nnc(C2CCCCC2)s1	-1.5	1	-5	5	-5	93	4	3	1	-0.3
CCOC(=O)c1[nH]c(C)c(CC(C)C)c1C	-0.9	1.1	-1	-14	14	104	-4	-3	1	-0.3
CCOC(=O)c1cccnc1SCC(=O)N(CC)c1cccc(C)c1	0.1	0.92	-5	6	-6	106	-1	4	1	-0.2
Cc1cccc(OCCNC(=O)c2ccc(Oc3ccc(C(F)(F)F)cc3[N+](=O)[O-])cc2)c1	-6.8	0.94	-4	0	0	101	2	-2	1	-0.4
Cn1c(=O)[nH]c(=O)c2c1nc(CN1CCN(c3cccc(Cl)c3)CC1)n2CCCc1ccccc1	-1.2	0.69	-5	17	-17	102	-12	-28	1	0.6
CON(C)c1nc(NCC(C)C)nc(OCC#N)n1	-6.9	1.2	-8	25	-25	104	-6	5	1.1	-0.5
O=C(Nc1nc2ccc(S(=O)(=O)N3CCCC3)cc2s1)c1ccco1	0.0	1.2	5	5	-6	108	2	-3	1	-0.4
Cc1occc1C(=O)N/N=C/c1cccnc1	-4.1	1.4	5	56	-56	117	-7	5	1	0.0
Cc1cccc(OCC(=O)NNC(=O)c2cc3ccccc3oc2=O)c1	0.0	1.6	-1	5	-5	103	-3	10	1	-0.4
CCOc1cc(C(=O)NC(C)COC)cc(OCC)c1OCC (centres undefined)	0.5	1	-4	-25	25	100	0	1	1	-0.3
Clc1cccc(Cl)c1Cn1cc(Br)cn1	0.1	1.1	-5	6	-6	100	-9	5	1.1	-0.3
CCCCN1CCc2c([nH]c3ccccc23)C1=O	2.4	1.9	7	37	-37	137*	4	-1	0.9	-0.1
COC(=O)C(C(=O)Nc1ccccc1C)C1CCCC1 (centres undefined)	0.5	1.1	-8	16	-16	101	-1	0	1.1	0.1
Cc1ccc2nc(/C(C#N)=C\c3ccc(Oc4ccc(C(F)(F)F)cc4[N+](=O)[O-])cc3)[nH]c2c1	0.8	0.97	-6	21	-21	113	-7	-25	1.1	-0.1
COc1ccc(C)c2sc(=NC(=O)C(C)C)n(C)c12	-0.8	1.1	-6	3	-3	92	-9	5	1.1	0.0
CCC1CCCCN1S(=O)(=O)c1ccc(C(=O)Nc2nnc(-c3cccs3)o2)cc1 (centres undefined)	3.3	0.56	-7	-16	16	100	-1	10	1.1	-0.1
OCC1(Cc2ccccc2C(F)(F)F)CCN(Cc2ccc3c(c2)CCO3)CC1	-1.5	0.95	-4	1	-1	95	-10	12	1	-0.3

Entries of single compounds, quoted from the list:
CON(C)c1nc(NCC(C)C)nc(OCC#N)n1 reads Redox H2O2 prof = -6.9; NF-kB expr up = 1.2; FLuc inhib CS = -8; APP 5'UTR act = 25; APP 5UTR inh = -25; STAT1 act = 104; HMGR II inh = -6; G6PDH CS = 5; FLuc stim CS = 1.1; Hsp70 activator = -0.5
CCCCN1CCc2c([nH]c3ccccc23)C1=O reads Redox H2O2 prof = 2.4; NF-kB expr up = 1.9; FLuc inhib CS = 7; APP 5'UTR act = 37; APP 5UTR inh = -37; STAT1 act = 137*; HMGR II inh = 4; G6PDH CS = -1; FLuc stim CS = 0.9; Hsp70 activator = -0.1

The main list resumes; the two compounds before the break are reprinted first.
SMILES	Redox H2O2 prof	NF-kB expr up	FLuc inhib CS	APP 5'UTR act	APP 5UTR inh	STAT1 act	HMGR II inh	G6PDH CS	FLuc stim CS	Hsp70 activator
CCC1CCCCN1S(=O)(=O)c1ccc(C(=O)Nc2nnc(-c3cccs3)o2)cc1 (centres undefined)	3.3	0.56	-7	-16	16	100	-1	10	1.1	-0.1
OCC1(Cc2ccccc2C(F)(F)F)CCN(Cc2ccc3c(c2)CCO3)CC1	-1.5	0.95	-4	1	-1	95	-10	12	1	-0.3
CN(CC(=O)N1CCCCC1)S(=O)(=O)c1cccc2cccnc12	0.1	0.82	-4	2	-2	94	2	12	1	-0.2
CCOc1cc(/C=N/n2cnnc2)ccc1OS(=O)(=O)c1ccc(C)cc1	-1.7	0.93	-6	-27	27	108	-4	8	1.1	-0.3
NC(=O)CC1(CC(=O)O)CCCCC1	0.0	1	-5	-3	3	98	-1	-1	1.1	-0.3
CC/C(C)=N/NC(=O)c1[nH]c2ccc(C)cc2c1-c1ccccc1	-2.7	1.1	-4	1	-1	99	2	17	1	0.0
COc1ccc(CCNC(=O)c2nnn(-c3ccccc3OC)c2N)cc1OC	1.9	1.1	-8	-8	8	103	-4	7	1.1	0.1
COc1ccc(CN(C)CC(=O)Nc2cc(OC)c([N+](=O)[O-])cc2C)c(OC)c1	0.0	0.64	2	5	-5	108	-3	-16	1	-0.5
CCOC(=O)/C(=C/C=C1\Sc2ccccc2N1CC)C(C)=O	-0.2	0.5	5	-10	10	104	-1	-13	1	-0.2
C=CCn1c(=NC(=O)c2ccc(S(=O)(=O)N3CCc4ccccc4C3)cc2)sc2cc(S(N)(=O)=O)ccc21	0.3	0.82	-9	2	-2	109	-1	0	1.1	-0.3
Cc1ccc(SCCNC(=O)c2ccccc2)cc1	0.9	1.2	-1	5	-6	90	-1	5	1	-0.1
CCOC(=O)CC(=O)CSc1nc(N)c(C#N)c(-c2ccc(Cl)cc2)c1C#N	0.2	1	-7	-1	1	99	-3	-5	1.1	-0.3
CC(C)CNC(=O)c1noc2c1CCCC2	0.0	1.2	-2	17	-17	100	1	-9	1	-0.2
CCn1c(CCC(=O)Nc2nc3c(s2)CCCC3)nc2cc(S(=O)(=O)N(C)C)ccc21	2.5	0.57	-3	16	-16	108	-7	1	1	-0.3
c1ccc(-c2cc3c(ccc4nonc43)nn2)cc1	2.8	1.7	-3	0	0	104	-2	2	1	-0.2
CCN(CC)c1ccc(NC(=O)c2cccc(C)c2)cc1S(=O)(=O)Nc1ccccc1OC	0.2	0.78	0	14	-14	96	-2	-14	1	-0.2
COc1ccc(OC)c(/C=N/NC(=O)c2cc[n+](Cc3ccccc3)cc2)c1	0.0	1.1	-5	0	0	100	-8	7	1	-0.4
O=C(Cn1ccc([N+](=O)[O-])n1)Nc1nccs1	-0.8	1.2	-6	0	0	96	-8	1	1.1	0.0
C=CCN(C(=O)CSC1=NC(=O)CN1C(C)=O)c1nc(C)c(-c2ccccc2)s1	-2.0	2.3	49	35	-35	103	-2	-11	0.5	-0.2
Cc1cccc(Sc2ccc([N+](=O)[O-])cc2[N+](=O)[O-])n1	-0.1	1.8	-10	-4	4	97	-1	-4	1.1	-0.2
c1ccc(CC2CCN(c3nc(N4CCOCC4)nc(N4CCOCC4)n3)CC2)cc1	-0.5	.	.	6	-6	103	.	.	.	0.1
Cc1ccc2nc(/C(C#N)=C\c3ccc(N4CCOCC4)o3)[nH]c2c1	1.3	2.5	62*	121	-121	145*	0	15	0.4	-0.3
COc1ccc(CC(=O)Nc2ccc(S(=O)(=O)Nc3nc(C)cc(C)n3)cc2)cc1	0.2	1	-4	4	-4	104	-2	7	1	-0.1
Cc1ccc(OCCOc2ccc(Br)cc2/C=N\NC(N)=O)cc1	-0.1	1.3	-3	-12	12	108	0	11	1	0.0
COc1cccc(CN2CCN(CC(=O)Nc3ccccc3Cl)CC2)c1	-0.2	1.2	-7	14	-14	99	-1	5	1.1	-0.4
Cc1ccc2nc(N(CCCN(C)C)C(=O)CN3C(=O)c4ccccc4C3=O)sc2c1	-0.2	1.1	-3	-8	8	101	-1	4	1	-0.2
O=C1C=C(NNC(=O)c2ccccc2Br)CCC1	0.1	1.1	-9	9	-9	97	-3	2	1.1	-0.4
Cc1cc(C)c2c(N=NN3CCOCC3)[nH]nc2n1	-0.2	1	-3	-2	2	106	-2	13	1	-0.2
Cc1c(-n2cc(C(=O)O)c(=O)c3cc(F)c(N4CCCC(O)C4)c(F)c32)c(=O)n(-c2ccccc2)n1C (centres undefined)	-0.4	1.1	3	20	-20	92	0	7	1	-0.2
CCC(=Nc1ccccc1)C1=C(O)CC(C)(C)CC1=O	-0.8	1.1	-1	-7	7	98	-1	5	1	0.0
CCCCCC(=O)NNC(=O)Cc1ccc([N+](=O)[O-])cc1	0.9	0.91	-1	-13	13	106	-2	6	1	0.1
Cc1ccc(NC(=O)c2cc3c(=O)oc4ccccc4c3s2)nc1	0.2	1.1	-4	3	-3	109	-3	-11	1	-0.1
COc1ccccc1NS(=O)(=O)c1cccc(C(=O)OCc2nc3ccccc3s2)c1	0.2	0.92	-4	16	-16	100	0	7	1	0.2
CCCC(C)NC(=O)COc1ccc(S(=O)(=O)c2ccc(OCC(=O)NC(C)CCC)cc2)cc1 (centres undefined)	.	1	-1	13	-13	93	-2	5	1	-0.2
COc1ccc(-c2cc(C(=O)N3CCCc4ccccc43)no2)cc1	2.4	2	46	30	-30	120	-7	3	0.5	-0.5
Cc1ccc(NC(=S)Nc2ncccc2C)c(C)c1	-7.7	3.7*	15	99	-99	134*	-12	18	0.9	0.3
CC1CCN(CCCNC(=O)c2ccc(Cn3c(=S)[nH]c4ccc(Br)cc4c3=O)cc2)CC1	-0.8	0.66	0	0	0	101	-4	1	1	0.3
Cc1ccc(-c2cc(C(=O)Nc3ccc4c(c3)OCCO4)c3ccccc3n2)cc1	2.4	0.69	16	42	-42	113	1	-41	0.8	-0.1
COc1ccc(C(=O)N(C)c2c(C)n(C)n(-c3ccccc3)c2=O)cc1OC	-0.4	1.1	-4	-1	1	92	-8	5	1	-0.2
CC1=C(C(=O)Nc2ccccn2)C(c2cccnc2)n2nnnc2N1 (centres undefined)	1.6	1.3	-2	15	-15	102	1	0	1	-0.2
COc1cc2c(cc1OC)/C(=C/c1ccc(Br)cc1)C(=O)OC2	-0.7	1.4	-5	20	-20	91	-7	-3	1	-0.4
CCNC(=O)COc1cc(C)c(Br)c(C)c1	0.4	1.1	-8	1	-1	98	-4	9	1.1	-0.1
COc1cc2nc(C)sc2cc1SC	1.4	1.2	1	63	-31	101	1	4	1	-0.1
CCOC(=O)c1c(C)nc2c(C#N)cnn2c1C	0.5	1.3	-7	.	-17	91	-1	1	1.1	-0.3
NS(=O)(=O)c1ccc(NC(=O)CN2C(=O)C3C4C=CC(C4)C3C2=O)cc1 (centres undefined)	-0.9	0.9	-1	5	-5	94	5	3	1	-0.1
CCOC(=O)CCNCC1COc2ccccc2O1 (centres undefined)	1.4	1.2	-2	24	-24	96	-4	-8	1	-0.5
